Bioassay records as filed in PubChem.
EZH2 inh – inhibitors of human EZH2/PRC2 methyltransferase. AID 651548. inhibition, % at 12.5 µM. Q15910. hit rate 0.35% among 57,000. PRC2 H3K27 methylation, DELFIA TRF, 1 h;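 active = mean inhibition of replicates at least 50% and every single replicate also reaching 50%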;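 note: dimethyl H3K27 on biotinylated H3 21-44 peptide detected by antibody; plate controls were median neutral control wells for no effect and median positive control wells for full effect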
IDH1 mut inh – IDH1 R132H (human) inhibition; IDH1 R132H reductase, diaphorase/resazurin fluorescence, 60 min; inhibition, % at 10 µM; hit rate 0.18% among 70,000; AID 624101; in the data active = inhibition above about 34%;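 note: 0% = DMSO and 100% = no enzyme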
Target sequence (O75874 whole entry R132H): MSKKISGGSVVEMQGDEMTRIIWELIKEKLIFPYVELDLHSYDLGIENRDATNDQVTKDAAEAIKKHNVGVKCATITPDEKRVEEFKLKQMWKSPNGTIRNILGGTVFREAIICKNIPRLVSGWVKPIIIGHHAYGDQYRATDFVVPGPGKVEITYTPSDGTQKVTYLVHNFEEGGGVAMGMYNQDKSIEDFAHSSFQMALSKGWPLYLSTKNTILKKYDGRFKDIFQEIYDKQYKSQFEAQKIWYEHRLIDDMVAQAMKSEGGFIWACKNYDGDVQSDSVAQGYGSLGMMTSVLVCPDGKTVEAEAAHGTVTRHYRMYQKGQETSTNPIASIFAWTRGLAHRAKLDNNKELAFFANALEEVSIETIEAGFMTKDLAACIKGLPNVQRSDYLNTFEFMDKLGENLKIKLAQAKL
The depositor's hits bear a star; nt = no result given. Only part of the results is shown; rates above refer to the full screens.

SMILES	EZH2 inh	IDH1 mut inh
C[C@@H]1CN([C@H](C)CO)C(=O)c2cc(NC(=O)Nc3cccc4ccccc34)ccc2O[C@H]1CN(C)Cc1ccc(C(=O)Nc2ccccc2N)cc1	-34	-0.3
CC(C)C#Cc1ccc2c(c1)O[C@@H](CN(C)C(=O)C1CCCCC1)[C@H](C)CN([C@H](C)CO)S2(=O)=O	-15	nt
COc1ccccc1CC(=O)Nc1ccc(-c2noc(-c3ccccc3C)n2)cc1	19	0.1
CCOC(=O)c1c(NC(=O)c2cc(-c3cccnc3)nc3c(C)cc(C)cc23)sc(C(C)=O)c1C	-15	0.3
Cc1noc(C)c1S(=O)(=O)Nc1ccc2c(c1)C(=O)N([C@@H](C)CO)C[C@H](C)[C@@H](CN(C)Cc1ccc(Cl)c(Cl)c1)OCCCC[C@H](C)O2	nt	1.7
O=C(C[C@@H]1CC[C@H](NC(=O)Nc2ccc3c(c2)OCO3)[C@@H](CO)O1)NCCCN1CCOCC1	16	0.3
COc1cc(C)c(Cl)cc1S(=O)(=O)NCc1ccccn1	-15	-0.4
C[C@@H]1CN([C@@H](C)CO)C(=O)c2cc(-c3cccnc3)cnc2O[C@@H]1CN(C)C(=O)NC1CCCC1	1	-0.5
COc1cc(NC(=O)C(C)N2C(=O)C3CC=C(Cl)CC3C2=O)ccc1[N+](=O)[O-] (stereo unspecified)	2	0.3
C[C@@H]1CCCCO[C@H](CN(C)Cc2ccc3c(c2)OCO3)[C@H](C)CN([C@@H](C)CO)C(=O)c2cc(NS(C)(=O)=O)ccc2O1	3	4.6
C/C=C/c1cnc2c(c1)C(=O)N([C@H](C)CO)C[C@@H](C)[C@@H](CN(C)C(=O)Nc1cccc(OC)c1)O2	nt	-7.8
Cc1noc(C)c1NC(=O)NCC[C@H]1CC[C@@H](NC(=O)c2ccc(F)cc2)[C@H](CO)O1	-12	0.4
CN(C)CC(=O)Nc1ccc2c(c1)[C@H]1C[C@H](CC(=O)NCc3ccccn3)O[C@@H](CO)[C@H]1O2	-8	0.5
Cc1noc(C)c1NC(=O)NCC[C@H]1CC[C@@H](NC(=O)Nc2cccc(F)c2)[C@H](CO)O1	7	0.1
CNC[C@H]1Oc2ccc(NS(=O)(=O)c3cccs3)cc2CC(=O)N([C@H](C)CO)C[C@@H]1C	nt	2.8
COc1ccc(NC(=O)Nc2ccc3c(c2)CC(=O)N([C@H](C)CO)C[C@H](C)[C@H](CN(C)S(=O)(=O)c2ccc(F)cc2)O3)cc1	nt	-1.5
Cc1ccc(S(=O)(=O)Nc2ccc3c(c2)CC(=O)N([C@H](C)CO)C[C@H](C)[C@@H](CN(C)C(=O)NC2CCCCC2)O3)cc1	-4	-26
CO[C@@H]1CN(C)C(=O)c2cc(NC(=O)C3CCC3)ccc2OC[C@@H](C)N(C(=O)Nc2ccc(C(F)(F)F)cc2)C[C@H]1C	-21	0.5
O=C(C[C@H]1C[C@@H]2c3cc(NC(=O)NC4CCCC4)ccc3O[C@@H]2[C@@H](CO)O1)NCc1cc(F)ccc1F	-5	0.0
COc1cccc(NC(=O)COc2ccccc2C(=O)O)c1	nt	1.7
COc1ccc(S(=O)(=O)N(C)C[C@H]2OCCCC[C@@H](C)Oc3ccc(NC(=O)NC(C)C)cc3C(=O)N([C@@H](C)CO)C[C@H]2C)cc1	nt	2.2
C[C@@H]1CN([C@@H](C)CO)C(=O)c2cc(C#CC3(O)CCCC3)cnc2O[C@@H]1CN(C)C(=O)C1CCCCC1	nt	0.2
CO[C@H]1CN(C)C(=O)c2cc(NC(=O)Nc3ccc(Cl)c(Cl)c3)ccc2OC[C@@H](C)NC[C@H]1C	-29	nt
C[C@@H]1CN([C@H](C)CO)C(=O)c2cccc(NC(=O)C3CCCCC3)c2O[C@H]1CN(C)Cc1ccc(Cl)c(Cl)c1	nt	1.4
O=[N+]([O-])c1ccc(-c2nc(-c3ccc(F)cc3)c(-c3ccncc3)[nH]2)cc1	0	0.3
C[C@H](CO)N1C[C@H](C)[C@@H](CN(C)C(=O)NC2CCCCC2)Oc2ccc(NC(=O)C3CC3)cc2C1=O	nt	4.7
CCC(=O)N(C)C[C@H]1Oc2cc(C#CC(C)C)ccc2S(=O)(=O)N([C@H](C)CO)C[C@@H]1C	1	0.0
C[C@@H]1CCCCO[C@@H](CN(C)C(=O)c2ccncc2)[C@H](C)CN([C@@H](C)CO)C(=O)c2cc(NS(=O)(=O)c3ccccc3)ccc2O1	nt	1.5
CCn1c(SCC(=O)Nc2sc3c(c2C#N)CCCC3)nnc1-c1ccccc1O	16	0.1
C[C@H](CO)N1C[C@H](C)[C@@H](CN(C)C(=O)C2CCCCC2)Oc2ncc(C#Cc3cccc(F)c3)cc2C1=O	-39	nt
CO[C@H]1CN(C)C(=O)c2cc(NS(=O)(=O)CC(F)(F)F)ccc2OC[C@@H](C)N(CC2CCCCC2)C[C@@H]1C	16	0.1
COc1ccc(S(=O)(=O)N(C)C[C@H]2Oc3c(NC(=O)CCCCCC(=O)Nc4ccccc4N)cccc3C(=O)N([C@@H](C)CO)C[C@@H]2C)cc1	4	nt
O=C(C[C@H]1CC[C@H](NS(=O)(=O)c2ccc(F)cc2)[C@H](CO)O1)N1CCN(c2ccccc2)CC1	-2	-0.1
C[C@@H]1CN([C@@H](C)CO)S(=O)(=O)c2ccc(C#CC3(O)CCCC3)cc2O[C@H]1CN(C)C(=O)Nc1ccc(F)cc1	-42	nt
Cc1noc(C)c1NC(=O)Nc1ccc2c(c1)C(=O)N([C@H](C)CO)C[C@@H](C)[C@@H](CN(C)Cc1ccc3c(c1)OCO3)O2	-6	-0.2
Cc1ccc(-n2c(C)nnc2SCC(=O)Nc2ccc(Cl)c(C(F)(F)F)c2)cc1	-18	0.6

Entries of single compounds as entered above. Values in the order: EZH2 inh	IDH1 mut inh
`O=C(C[C@H]1CC[C@H](NS(=O)(=O)c2ccc(F)cc2)[C@H](CO)O1)N1CCN(c2ccccc2)CC1` across the screens: -2	-0.1
`CO[C@H]1CN(C)C(=O)c2cc(NS(=O)(=O)CC(F)(F)F)ccc2OC[C@@H](C)N(CC2CCCCC2)C[C@@H]1C` across the screens: 16	0.1

(list continues)
SMILES	EZH2 inh	IDH1 mut inh
COc1ccc(S(=O)(=O)Nc2ccc3c(c2)C(=O)N([C@@H](C)CO)C[C@@H](C)[C@H](CN(C)C)OCCCC[C@@H](C)O3)cc1	-12	0.2
C[C@@H]1CN([C@@H](C)CO)C(=O)c2cc(C3=CCCCC3)cnc2O[C@@H]1CN(C)Cc1cccc(F)c1	12	1.1
COCC(=O)Nc1ccc2c(c1)[C@@H]1C[C@@H](CC(=O)NCCN3CCCCC3)O[C@H](CO)[C@@H]1O2	-1	-0.2
C[C@@H]1CN([C@@H](C)CO)C(=O)c2cc(NC(=O)Cc3ccccc3)ccc2O[C@@H](C)CCCCO[C@H]1CN(C)S(=O)(=O)c1ccc(Cl)cc1	nt	0.5
Cc1noc(C)c1S(=O)(=O)N(C)C[C@H]1Oc2ccc(NC(=O)Nc3ccccc3)cc2CC(=O)N([C@@H](C)CO)C[C@@H]1C	nt	1.7
O=C(Nc1ccc(Cl)cc1)N[C@@H]1CC[C@H](CCNC(=O)c2ccccc2F)O[C@H]1CO	-9	-0.4
CNC[C@H]1Oc2ccc(NS(=O)(=O)c3cn(C)cn3)cc2C(=O)N([C@@H](C)CO)C[C@@H]1C	10	nt
CC(C)(C)[S@@](=O)N1Cc2cc(C(=O)N3CCCCC3)nc(-c3cccc(-c4ccccc4F)c3)c2[C@H]1CCO	5	-0.7
C[C@H]1CN([C@@H](C)CO)C(=O)c2cccc(NC(=O)c3nc4ccccc4s3)c2O[C@@H]1CN(C)Cc1ccc(C(=O)Nc2ccccc2N)cc1	-43	-0.3
COc1ccc(C)cc1NC(=O)CSc1nnnn1-c1ccccc1	-23	-0.1
COc1ccc(C#Cc2ccc3c(c2)[C@]2(C(=O)N3)[C@H](c3ccc(O)cc3)N3[C@H](c4ccccc4)[C@H](c4ccccc4)OC(=O)[C@H]3[C@@H]2C(=O)N2CCCCCCC2)cc1	-8	nt
O=C1Nc2ccccc2/C1=C\c1c(Cl)[nH]c2ccccc12	-3	-0.7
Cc1ccc(S(=O)(=O)N(C)C[C@H]2Oc3ccc(NC(=O)Nc4ccc(F)cc4)cc3C(=O)N([C@H](C)CO)C[C@H]2C)cc1	-2	-1.3
COc1ccc(CNC(=O)C[C@H]2C=C[C@@H](NC(=O)c3cccc(F)c3)[C@H](CO)O2)cc1	8	-0.1
COc1cccc(C#Cc2ccc3c(c2)O[C@@H](CN(C)C(C)=O)[C@@H](C)CN([C@H](C)CO)S3(=O)=O)c1	-2	-0.1
Cc1ccc(S(=O)(=O)Nc2ccc3c(c2)C(=O)N([C@@H](C)CO)C[C@H](C)[C@H](CN(C)C(=O)Cc2ccccc2)OCCCC[C@@H](C)O3)cc1	nt	0.9
C[C@H](CO)N1C[C@H](C)[C@@H](CN(C)C(=O)Nc2cccc3ccccc23)Oc2ccc(NS(C)(=O)=O)cc2CC1=O	nt	1.8
CCCNC(=O)Nc1ccc2c(c1)OC[C@@H](C)N(C(=O)CC)C[C@@H](C)[C@@H](OC)CN(C)C2=O	4	-0.1
C[C@@H](O)[C@@H](O)[C@@H](O)C/C=N/NC(=O)c1cccc(C(=O)NO)c1	8	-0.2
O=C1CS(=O)(=O)C(c2ccccc2)N1c1ccccc1 (stereo unspecified)	-8	nt
C[C@@H]1CCCCO[C@H](CN(C)C(=O)Nc2ccccc2)[C@H](C)CN([C@@H](C)CO)C(=O)c2cc(NS(=O)(=O)c3ccc(Cl)cc3)ccc2O1	nt	1.1
C[C@@H]1CN([C@@H](C)CO)C(=O)c2cc(NC(=O)NC3CCCCC3)ccc2O[C@@H]1CN(C)Cc1ccc(Cl)c(Cl)c1	nt	-6.2
O=S(=O)(N[C@H]1CC[C@@H](CCn2cc(-c3cccnc3)nn2)O[C@@H]1CO)c1ccc(Cl)cc1	5	-0.1
C[C@@H]1CCCCO[C@@H](CN(C)S(=O)(=O)c2cccs2)[C@H](C)CN([C@@H](C)CO)C(=O)c2cc(NC(=O)Cc3ccccc3)ccc2O1	nt	-0.7
CO[C@H](CN(C)C(=O)c1ccc2c(c1)OCO2)[C@H](C)CN([C@@H](C)CO)S(=O)(=O)c1ccc(C)cc1	4	-0.4
C[C@H]1CN([C@@H](C)CO)C(=O)c2cccc(NC(=O)Nc3cccc4ccccc34)c2O[C@@H]1CN(C)S(=O)(=O)c1cccs1	nt	0.6
O=C(C[C@H]1C[C@@H]2c3cc(NC(=O)C4CCC4)ccc3O[C@@H]2[C@H](CO)O1)NCC1CC1	-13	-0.1
C[C@@H]1CN([C@@H](C)CO)C(=O)CCCn2nncc2CO[C@H]1CN(C)S(=O)(=O)c1ccc(Cl)cc1	-10	0.2
C[C@@H]1C[C@H]2[C@@H]3C[C@H](F)C4=CC(=O)C=C[C@]4(C)[C@@]3(Cl)[C@@H](O)C[C@]2(C)[C@H]1C(=O)COC(=O)C(C)(C)C	-5	0.6
COCC#Cc1cnc2c(c1)C(=O)N([C@H](C)CO)C[C@@H](C)[C@@H](CN(C)C(=O)c1cccc(F)c1)O2	nt	0.4
C[C@H](CO)N1C[C@H](C)[C@@H](CN(C)C(=O)Nc2cccc(F)c2)Oc2ncc(C3=CCCC3)cc2C1=O	-17	nt
Cc1ccc(Cl)cc1N(CC(=O)Nc1ccc(C(N)=O)cc1)S(C)(=O)=O	-1	0.0
C[C@@H]1CN([C@@H](C)CO)C(=O)c2cccc(N(C)C)c2O[C@H]1CN(C)Cc1ccc(Oc2ccccc2)cc1	-11	0.4
C/C=C/c1cnc2c(c1)C(=O)N([C@@H](C)CO)C[C@@H](C)[C@@H](CN(C)S(=O)(=O)c1cccs1)O2	-5	2.8
O=C(C[C@H]1CC[C@H](NS(=O)(=O)c2ccc(F)cc2)[C@H](CO)O1)NCCN1CCCCC1	0	0.0
CCCNC(=O)N(C)C[C@@H]1Oc2ncc(Br)cc2C(=O)N([C@@H](C)CO)C[C@@H]1C	8	2.4
O=C(O)[C@H]1O[C@@H](Oc2c(-c3ccccc3)cc(O)c(-c3ccccc3)c2O)[C@H](O)[C@@H](O)[C@@H]1O	-11	nt
CCCC(=O)Nc1ccc2c(c1)OC[C@@H](C)N(C(=O)CC1CC1)C[C@H](C)[C@H](OC)CN(C)C2=O	3	-0.2
O=C(C[C@@H]1C[C@@H]2c3cc(NC(=O)c4ccc5c(c4)OCO5)ccc3O[C@@H]2[C@H](CO)O1)NCc1ccc(Cl)cc1	-10	-0.2
CC(C)=CCC[C@H](C)C/C=N/NC(=O)c1cccc(C(=O)NO)c1	-10	nt
COCc1ccccc1Cn1cnc2ccccc21	8	0.0
C[C@@H]1CN([C@H](C)CO)C(=O)Cc2cc(NS(C)(=O)=O)ccc2O[C@@H]1CN(C)Cc1ccc(C(=O)Nc2ccccc2N)cc1	2	nt
Cc1ccc(S(=O)(=O)NCC(=O)Nc2cccc(Cl)c2)cc1	-27	-0.9
CC(C(=O)Nc1nccs1)C1SC(=O)NC1=O (stereo unspecified)	-5	1.6
Cc1cc(NS(=O)(=O)c2cccc([N+](=O)[O-])c2)no1	1	-0.5

Among those listed so far, 3 have a nitro group on carbon:
SMILES	EZH2 inh	IDH1 mut inh
COc1cc(NC(=O)C(C)N2C(=O)C3CC=C(Cl)CC3C2=O)ccc1[N+](=O)[O-] (stereo unspecified)	2	0.3
O=[N+]([O-])c1ccc(-c2nc(-c3ccc(F)cc3)c(-c3ccncc3)[nH]2)cc1	0	0.3
Cc1cc(NS(=O)(=O)c2cccc([N+](=O)[O-])c2)no1	1	-0.5

In a second layout: 2 of the compounds above.
SMILES,EZH2 inh,IDH1 mut inh
COCc1ccccc1Cn1cnc2ccccc21,8,0.0
C[C@@H]1CN([C@H](C)CO)C(=O)Cc2cc(NS(C)(=O)=O)ccc2O[C@@H]1CN(C)Cc1ccc(C(=O)Nc2ccccc2N)cc1,2,nt
